Platelet DG rel: platelet dense granule release activity. actives 0.22% (n = 300,000). AID 1663. inhibition, %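 (compounds screened at 7.5 µM in platelet-rich plasma)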. human platelet-rich plasma, SFLLRN dense granule ATP release, luminescence;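 active = mean replicate score, as percent of positive control, at or above 50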
TRPC4 PAM: TRPC4 (mouse) allosteric potentiation. actives 0.42% (n = 310,000). Q9QUQ5. HEK293 TRPC4beta/mu-opioid, DAMGO EC20, Fluo-4 Ca2+ flux; active compounds read high. B-score at 10 µM;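 active = B-score of calcium response area above 5 SD of library B-scores, with initial fluorescence ratio within 5 SD of library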;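 note: B-score of integrated fluorescence ratio over time as area under calcium response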
KCNQ1 act: potentiators or activators of human KCNQ1 potassium channel. P51787. CHO-K1 KCNQ1, thallium flux FluxOR fluorescence; active compounds read high. B-score at 10 µM. actives 0.35% (n = 310,000). AID 2648;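 active = fluorescence ratio B-score, a plate-corrected score, at least three library SD, with initial intensity B-score within 5 SD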
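assay system = KCNQ1-transfected CHO-K1 cells | medium = assay buffer with matched DMSO | probe or stimulus = depolarizing K+/Tl+ stimulus, K2SO4 and Tl2SO4 each 12.5 mM in 5x stock | dosing = single dose | incubation = dye 90 min, compound 20 min, room temperature | detection = kinetic FluxOR fluorescence, 10 s baseline plus 110 s post-stimulus | evaluation = ratio B score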
KCNQ1 inh: blocks the human KCNQ1 potassium channel; CHO-K1 KCNQ1, FluxOR thallium flux fluorescence; active compounds read high; B-score at 10 µM; actives 1.3% (n = 310,000); P51787; AID 2642;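 active = compounds whose thallium flux B-score, printed positive for inhibition, exceeds three library SD while starting fluorescence stays within three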;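 note: channel opened by potassium depolarization with thallium stimulus after 20 min compound exposure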
KCNK9 block: human KCNK9 channel inhibition. Q9NPC2. HEK293 KCNK9, FluxOR thallium flux fluorescence; active compounds read low. B-score at 10 µM. actives 1.2% (n = 310,000);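 active = ratio B-score over 3 SD below the library mean, with starting fluorescence within 5 SD of its mean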;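 note: negative B-score means less thallium flux so channel inhibition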
Target sequence (Q9NPC2 whole entry, looked up): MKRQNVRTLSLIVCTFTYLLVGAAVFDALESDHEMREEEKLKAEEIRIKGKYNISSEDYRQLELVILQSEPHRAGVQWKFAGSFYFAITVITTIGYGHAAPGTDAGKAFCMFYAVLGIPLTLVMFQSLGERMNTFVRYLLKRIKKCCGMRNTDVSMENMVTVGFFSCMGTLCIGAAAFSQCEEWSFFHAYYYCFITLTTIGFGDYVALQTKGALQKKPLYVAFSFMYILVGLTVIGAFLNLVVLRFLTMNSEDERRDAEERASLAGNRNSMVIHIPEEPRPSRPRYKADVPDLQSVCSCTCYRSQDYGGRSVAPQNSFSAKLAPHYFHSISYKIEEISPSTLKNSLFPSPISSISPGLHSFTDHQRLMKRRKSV
KCNK3 block: human KCNK3 channel inhibition, primary screen; O14649; actives 0.84% (n = 340,000); B-score at 10 µM; CHO-KCNK3 thallium flux, FluxOR fluorescence; active compounds read low;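 active = B-score under library mean minus 4 SD, starting fluorescence ratio at most library mean plus 5 SD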;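 note: more negative B-score means stronger inhibition of thallium flux through KCNK3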
Target sequence (O14649 whole entry, looked up): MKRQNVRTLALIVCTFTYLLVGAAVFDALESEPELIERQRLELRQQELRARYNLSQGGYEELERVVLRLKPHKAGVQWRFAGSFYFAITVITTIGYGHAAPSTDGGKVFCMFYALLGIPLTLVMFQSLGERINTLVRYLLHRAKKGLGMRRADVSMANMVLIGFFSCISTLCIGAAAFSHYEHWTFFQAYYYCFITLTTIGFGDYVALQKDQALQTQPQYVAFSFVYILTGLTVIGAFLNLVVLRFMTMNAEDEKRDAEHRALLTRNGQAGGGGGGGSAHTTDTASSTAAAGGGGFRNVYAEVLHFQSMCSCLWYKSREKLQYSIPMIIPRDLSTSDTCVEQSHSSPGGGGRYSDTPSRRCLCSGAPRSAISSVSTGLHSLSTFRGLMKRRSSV
hERG protect: shields human hERG channel from block by proarrhythmic agents. CHO-hERG, FluxOR thallium flux, dofetilide IC70 present. activation (rescue from dofetilide block), less the hit threshold, % at 10 µM. actives 0.51% (n = 310,000). AID 1511;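 active = activation above the mean of controls blocked by dofetilide plus 5 SD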;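 note: thallium influx through hERG after potassium depolarization seen as dye fluorescence rise; in these data hits start at about 4.7%; inactives centre near -7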
TRPC4 inh: blocks the mouse TRPC4 cation channel; Q9QUQ5; HEK293 TRPC4beta/mu-opioid, DAMGO-evoked Fluo4 calcium flux; active compounds read low; B-score at 10 µM; actives 0.39% (n = 300,000);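 active = B-score over 3 SD under the library average, no early fluorescence shift, positive overall ratio signal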
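Assay system: Stable TRPC4beta/mu-opioid receptor HEK293 cells | Reagent: DAMGO in two steps, submaximal then maximal | Compound dosing: Single concentration per test compound | Signal: Fluo4 Ca2+ flux fluorescence | Evaluation: Per-well B score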
PolyA inh: yeast polyadenylation inhibition; S. cerevisiae SKY197-pL101 polyadenylation reporter, beta-gal luminescence; efflux-impaired pdr1/pdr3 knockout yeast; score 100 = 6 SD above DMSO; calls only at 12 µM; actives 0.02% (n = 300,000); AID 1875;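 active = lowest replicate activity score at least 50, where 100 means six control SD above control mean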;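 note: yeast exposed to compound for 9 h at 30 °C; higher score means more reporter readthrough which indicates perturbed polyadenylation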
DYRK1A inh: blocks rat Dyrk1A kinase activity | Q63470 | inhibition, % at 12.5 µM | actives 0.43% (n = 310,000) | ADP-Glo luminescence, NFATc1 peptide | AID 504441; in the data active = inhibition above about 50%;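 note: plate controls were vehicle with enzyme for no effect and no enzyme for full effect; many of its hits are not listed in these tables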
TRPC4 agonist: TRPC4 (mouse) channel activation. Q9QUQ5. HEK293 TRPC4beta/mu-opioid, Fluo4 calcium fluorescence; active compounds read high. B-score at 10 µM. actives 0.49% (n = 310,000);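 active = B-score above 5 SD of library B-scores, and initial fluorescence ratio not above library mean plus 5 SD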;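 note: positive B-score marks a calcium rise read as TRPC4 activation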
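Assay system – TRPC4beta and mu-opioid receptor HEK293 stable cells · Measured by – Fluo4 fluorescence, kinetic · Schedule – dye loading 45 min room temperature, 110 s kinetic read · Read-out – B-scored integrated calcium fluorescence ratio · Controls – buffer and maximal DAMGO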
Active calls of the source: *; i = inactive; . = not tested or not shown.

SMILES	Platelet DG rel	TRPC4 PAM	KCNQ1 act	KCNQ1 inh	KCNK9 block	KCNK3 block	hERG protect	TRPC4 inh	PolyA inh	DYRK1A inh	TRPC4 agonist
CCC1(c2ccccc2)NC(=O)N(CC(=O)NNC(=O)CCN2CCN(c3ccccc3)CC2)C1=O (centres undefined)	.	i	i	i	i	i	-14	i	i	6	i
CCN(CC)CCNC(=O)C(C(=O)c1ccccc1)n1ccccc1=O (centres undefined)	6	i	i	i	i	i	-11	i	i	-8	i
COc1ccc(S(=O)(=O)n2cnc3ccccc32)cc1OC	-12	i	i	i	i	i	-12	i	i	-7	i
NC(=O)c1ccc(NC(=O)CCc2nc3ccccc3s2)cc1	1	i	i	i	i	i	-18	i	i	3	i
C=CCc1cccc2cc(C(=O)N3CCN(c4ccccn4)CC3)c(=O)oc12	4	i	i	i	i	i	-11	i	i	-2	i
O=C(N/N=C/c1ccco1)c1csc2c1CCCC2	0	i	i	i	i	i	-11	i	i	11	i
CC(NC(=O)/C=C/c1ccc(Br)cc1)c1ccc(Cl)cc1 (centres undefined)	-1	i	i	i	i	i	-13	i	i	-7	i
O=C(Nc1ccc(F)cc1F)Nc1ccc(F)cc1F	-1	i	i	i	i	i	-4	i	i	1	i
O=[N+]([O-])c1nn(-c2ccc3c(c2)OCCO3)n(O)c1=NC1CCCCCC1	-2	i	i	i	i	i	-10	i	i	6	i
Nc1ncccc1OCc1cccc(C(F)(F)F)c1	6	i	i	i	i	i	3	i	i	.	i

Continued (2 carried over from the part before).
SMILES	Platelet DG rel	TRPC4 PAM	KCNQ1 act	KCNQ1 inh	KCNK9 block	KCNK3 block	hERG protect	TRPC4 inh	PolyA inh	DYRK1A inh	TRPC4 agonist
O=[N+]([O-])c1nn(-c2ccc3c(c2)OCCO3)n(O)c1=NC1CCCCCC1	-2	i	i	i	i	i	-10	i	i	6	i
Nc1ncccc1OCc1cccc(C(F)(F)F)c1	6	i	i	i	i	i	3	i	i	.	i
Cc1cccc(NC(=O)NNC(=O)c2ccc(C)c([N+](=O)[O-])c2)c1	-6	i	i	i	i	i	-6	i	i	-3	i
O=S(=O)(Nc1cc(F)ccc1F)c1cccc2nonc12	1	i	i	i	i	i	-16	i	i	-7	i
COc1ccc(NS(=O)(=O)c2cc(NC(=O)CCNC(C)=O)ccc2N2CCOCC2)cc1	8	i	i	i	i	i	-12	i	i	3	i
Cc1nccn1CCc1n[nH]c(=S)n1Cc1ccccc1	7	i	i	i	i	i	0	i	i	1	i
CC(=O)N1CCOc2ccc(S(=O)(=O)N3CCC(C(=O)Nc4ccccc4F)CC3)cc21	1	i	i	i	i	i	-6	i	i	-2	i
Cc1cccc(NCc2ccccc2O)n1	2	i	i	i	i	i	-4	i	i	22	i
Cc1c(C(=O)N2CCCc3ccccc32)sc2nc(-c3ccccc3)cn12	-2	i	i	i	-6.7*	-9.3*	-16	i	i	8	i
CC(=O)N1CCN(c2nc(-c3cccs3)nc3ccccc23)CC1	-6	i	i	i	i	i	-20	i	i	.	i
Cc1occc1-c1nnc(SCC(=O)NCC2CCCO2)n1C (centres undefined)	11	i	i	i	i	i	-8	i	i	2	i
Cc1ccc(C)c(NC(=O)C2C3CCCC2C3c2ccccc2)c1 (centres undefined)	1	i	i	i	i	i	2	i	i	2	i
COC(=O)C(C)Nc1cccc(Br)c1 (centres undefined)	6	i	i	i	i	i	-16	i	i	13	i
CC(C)NC(=O)CSc1nnc(CNC(=O)OC(C)(C)C)n1C	6	i	i	i	i	i	-4	i	i	-2	i
O=C(Nc1cc(Br)ccc1O)c1cc(-c2ccc3c(c2)OCO3)on1	17	i	i	i	i	i	-3	i	i	1	i
O=C(COC(=O)c1ccc(O)cc1O)Nc1nnc(-c2ccccc2)o1	-4	i	i	i	i	i	-12	i	i	0	i
Cc1nc(C(C)NC(=O)CCc2nnc(CCCc3ccccc3)o2)c(C)s1 (centres undefined)	1	i	i	i	i	i	-11	i	i	4	i
CC12CCC(C(=O)N(CSC(=S)N/N=C\c3ccccc3O)C1=O)C2(C)C (centres undefined)	9	i	i	i	i	i	-11	i	i	-3	i
Cc1ccc(F)cc1NCC(=O)Nc1ccc(Br)cc1	-1	i	i	8*	i	i	-17	i	i	12	i
O=CN1CCN(S(=O)(=O)c2ccc(Cl)c(C(=O)O)c2)CC1	-6	i	i	i	i	i	-7	i	i	-6	i
CCOc1ccc(CCNC(=O)COC(=O)c2ccc(F)c(S(=O)(=O)N3CCOCC3)c2)cc1OCC	28	i	i	i	i	i	-13	i	i	-2	i
CCCn1nnnc1NCc1ccc(CC)cc1	1	i	i	i	i	i	-3	i	i	.	i

Sorted by formula weight (lowest first): 6 of the compounds above
SMILES	Platelet DG rel	TRPC4 PAM	KCNQ1 act	KCNQ1 inh	KCNK9 block	KCNK3 block	hERG protect	TRPC4 inh	PolyA inh	DYRK1A inh	TRPC4 agonist
CCCn1nnnc1NCc1ccc(CC)cc1	1	i	i	i	i	i	-3	i	i	.	i
COC(=O)C(C)Nc1cccc(Br)c1 (centres undefined)	6	i	i	i	i	i	-16	i	i	13	i
CC(C)NC(=O)CSc1nnc(CNC(=O)OC(C)(C)C)n1C	6	i	i	i	i	i	-4	i	i	-2	i
O=C(COC(=O)c1ccc(O)cc1O)Nc1nnc(-c2ccccc2)o1	-4	i	i	i	i	i	-12	i	i	0	i
O=C(Nc1cc(Br)ccc1O)c1cc(-c2ccc3c(c2)OCO3)on1	17	i	i	i	i	i	-3	i	i	1	i
CCOc1ccc(CCNC(=O)COC(=O)c2ccc(F)c(S(=O)(=O)N3CCOCC3)c2)cc1OCC	28	i	i	i	i	i	-13	i	i	-2	i

(continued)
SMILES	Platelet DG rel	TRPC4 PAM	KCNQ1 act	KCNQ1 inh	KCNK9 block	KCNK3 block	hERG protect	TRPC4 inh	PolyA inh	DYRK1A inh	TRPC4 agonist
Oc1cccc(/C=N/NC(=S)NCCN2CCOCC2)c1O	3	i	i	i	i	i	-6	i	i	10	i
O=C(Nc1ccc(O)cc1)C1CCCN1S(=O)(=O)c1ccc(F)cc1 (centres undefined)	1	i	i	i	i	i	-7	i	i	12	i
O=C(NCc1n[nH]c(=S)n1-c1ccc(Br)cc1)c1cccs1	0	i	i	i	i	i	-1	i	i	-1	i
COC(=O)c1sc2cc([N+](=O)[O-])cc(SCC(C)C)c2c1N	-1	i	i	i	i	i	-9	i	i	1	i
CN(Cc1ccc2nsnc2c1)Cc1nc(Cc2cccc(F)c2)no1	11	i	i	i	i	i	-8	i	i	-4	i
CCOC(=O)/C=c1\s/c(=C\c2sccc2C)c(=O)n1CC(=O)NCc1ccc(C)cc1	2	i	i	i	i	.	-8	i	i	.	i
COc1cc2ccccc2cc1C(=O)OCC(=O)N(C)c1c(N)n(Cc2ccccc2)c(=O)[nH]c1=O	3	i	i	i	i	i	-15	i	i	1	i
COc1ccc(NC2CCCN(C(=O)CCC3=NNC(=O)CC3)C2)cc1 (centres undefined)	2	i	i	i	i	i	-7	i	i	.	i
Cc1cc(/C=C(\C#N)C(=O)O)c(C)n1-c1ccc(Br)cc1	5	i	i	i	i	i	-18	i	i	-4	i
O=C(OCc1cc2ccccc2[nH]c1=O)c1cccnc1	.	i	i	i	i	i	-11	i	i	-1	i
CCCN(CCC)C(=S)NC(=O)c1ccc(-c2ccccc2)cc1	1	i	9*	i	i	i	19*	i	i	15	i
CCNC(=O)n1nccc1C(C)Oc1cccc(C(F)(F)F)c1 (centres undefined)	-8	i	i	i	i	i	-7	i	i	-5	i
Cc1nc2c(C(=O)N3CCCC3)cnn2c(C)c1Cc1c(F)cccc1Cl	1	i	i	i	i	i	-11	i	i	13	i
CNC(=S)/N=C(/Nc1ccccc1)c1ccccc1	0	i	i	i	i	i	-8	i	i	8	i
CCOCCCNC(=O)c1cc2cc3cc(OC)ccc3nc2o1	4	i	i	i	i	i	-7	i	i	19	i
Cc1nnc(C)c2c(C)n(N)c(C)c12	-16	i	i	i	i	i	-7	i	i	.	i
Cc1csc(NC(=O)C(NC(=O)c2ccccc2F)C(C)C)n1 (centres undefined)	3	i	i	i	i	i	-8	i	i	-6	i
CC(C)(Cc1ccc(O)cc1)NC(=O)c1ccccc1	-3	i	i	i	i	i	-4	i	i	.	i
CCn1c(SCC(=O)Nc2cc(C)on2)nnc1-c1ccc(OC)cc1	3	i	i	i	i	i	-2	i	i	0	i
CC1CCCN(S(=O)(=O)CCNC(=O)c2ccccc2)C1 (centres undefined)	11	i	i	i	i	i	-16	i	i	-16	i
Cc1cc(C)n(-c2ncc3c(n2)N(C)CCOC3=O)n1	-1	i	i	i	i	i	-6	i	i	-6	i
CCc1nnc(NC(=O)c2ccc(S(=O)(=O)N3CCCCC3)cc2)s1	2	i	i	i	i	i	-5	i	i	1	i
Clc1c2c(nc3ccccc13)CCC2	-7	i	i	i	i	i	-6	i	i	9	i
CC1=C(C(N)=O)C(c2ccc(Cl)cc2Cl)n2ncnc2N1 (centres undefined)	-3	i	i	i	i	i	-19	i	i	.	i
Cc1ccsc1C(=O)OCC(=O)c1cc(C)n(CC2CCCO2)c1C (centres undefined)	14	i	i	i	i	i	-1	i	i	12	i
COc1cc(CNn2nnnc2N)cc(Br)c1OCc1c(Cl)cccc1Cl	6	i	i	i	i	i	-12	i	i	-1	i
CC1(NC(=O)Cc2ccc(S(=O)(=O)N3CCOCC3)s2)CCS(=O)(=O)C1 (centres undefined)	7	i	i	i	i	i	-11	i	i	.	i
O=C(CN1C(=O)S/C(=C/c2cccn2-c2ccc(O)cc2)C1=O)N1CCCC1	10	i	i	i	i	i	-4	i	i	-4	i
CCC(CC)C(=O)Nc1cccc(C(=O)Nc2ccc(OC)cc2[N+](=O)[O-])c1	-7	i	i	i	i	i	-9	i	i	2	i
CCCCNC(=O)COC(=O)c1ccc(SC)cc1OC	1	i	i	i	i	i	-11	i	i	-2	i
CCCc1c(C(=O)Nc2ccc(N3CCOCC3)cc2)cnn1-c1ccccc1	0	i	i	i	i	i	-3	i	i	.	i
O=C(O)CN1C(=O)C(=O)N(Cc2c(F)cccc2Cl)C1=O	-1	i	i	i	i	i	-3	i	i	13	i
Cc1cccc(NC(=O)CSc2nc3ccccc3c3nc(CCc4c(C)n[nH]c4C)nn23)c1	-4	i	i	i	i	i	-19	i	i	1	i
CCCCNC(=S)NNC(=O)c1csc(C(C)C)c1	-1	i	i	i	i	i	-9	i	i	3	i

Screening results (PubChem)

This is a subset; the hit share may differ from the screen's.
